# Screening data (PubChem)
# Akt phos inh – HTS Assay for Inhibitors of Akt Phophorylation: Primary Screen | Neuro2A IGF-stimulated pAkt S473 HTRF, 20 min; hits give low values | activity change, % for hits at 50 µM | hit rate 0.32% among 360,000 | AID 651550, 2012; in the data active = activity change below about -80%; inconclusive = mostly about -51% to -80%; note: % is set by controls: 0 for no effect and ±100 for the full control effect
#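 Neuro2A cells (4,500/well, DMEM with 0.5% FBS) were treated with compound at a single 50 µM final concentration, stimulated with 6 nM IGF for 20 min at 37 °C, and lysed. Phospho-Akt Ser473 was read by HTRF as 665/615 ratio ×10^4.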
# GLP1R inv ag – qHTS of GLP-1 Receptor Inverse Agonists (Inhibition Mode) | hit rate 1.6% among 410,000 | AID 624417, 2012 | HEK293 GLP-1R CRE-luciferase, luminescence, 24 h; GLP-1R form is constitutively active | Glucagon-like peptide 1 receptor (Homo sapiens), P43220 | Potency, µM (titrated, usually from 38.3 µM), inactives show at the top dose activity change, negative = inhibition, usual class: inhibitors; note: potency is the fitted concentration of half-maximal effect; % is set by controls: 0 for no effect and ±100 for the full control effect; nearly all actives have a fitted effect of over 55% in size
# Target sequence (P43220 whole entry, looked up): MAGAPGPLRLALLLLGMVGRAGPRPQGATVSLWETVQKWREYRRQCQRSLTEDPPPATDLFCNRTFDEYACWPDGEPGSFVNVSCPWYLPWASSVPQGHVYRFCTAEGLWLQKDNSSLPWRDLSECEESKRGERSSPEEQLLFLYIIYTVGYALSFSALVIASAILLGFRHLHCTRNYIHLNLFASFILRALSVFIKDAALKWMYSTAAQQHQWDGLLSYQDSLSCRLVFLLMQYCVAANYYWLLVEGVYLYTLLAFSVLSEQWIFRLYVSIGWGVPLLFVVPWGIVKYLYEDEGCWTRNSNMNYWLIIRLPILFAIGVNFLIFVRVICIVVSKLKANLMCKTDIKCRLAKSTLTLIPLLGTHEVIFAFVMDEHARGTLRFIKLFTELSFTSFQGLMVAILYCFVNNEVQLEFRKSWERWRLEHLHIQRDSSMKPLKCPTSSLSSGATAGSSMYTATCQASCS
#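 Cells are plated, allowed 12 hours at 37 deg C, then treated with compounds for 24 hr before luciferase detection reagent is added and luminescence is read after 12 min at room temperature. The HEK293 line carries constitutively active GLP-1R with a cAMP-responsive reporter.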
# PTHR1 agonist – qHTS for PTHR1 Agonists: Primary Screen; Parathyroid hormone/parathyroid hormone-related peptide receptor (Homo sapiens), Q03431; HEK293 GP2 PTHR1 cells, GloSensor cAMP luminescence, 1 h; Potency, µM (top dose mostly 115 µM), without a hit: at the top dose activation, usual class: activators; hit rate 0.075% among 410,000; note: potency is the fitted concentration of half-maximal effect; nearly all actives have a fitted effect of over 55% in size; some results filed as inactive show a strong effect at the top dose; inactives centre near -15; many of its hits are not listed in these tables
#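 HEK-293-derived GP2 cells expressing PTHR1 and a GloSensor cAMP reporter, 3,000/well, plated overnight, given luciferin plus IBMX (each 0.5 mM as added) for 1 h at 37 °C, then compound for 1 h at 37 °C. Luminescence was read after 15 min at room temperature.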
# aSyn rescue – qHTS of alpha-syn Inhibitors | Yeast expressing alpha-synuclein, growth rescue, BacTiter-Glo, 24 h | Potency, µM (titrated, usually from 46.1 µM), without a hit: at the top dose growth rescue (activation), hits mostly activators | hit rate 0.14% among 370,000; note: potency is the fitted concentration of half-maximal effect; % of control where 0% means no effect; nearly all actives have a fitted effect of over 65% in size
#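 Screening used galactose-induced yeast with toxic alpha-synuclein levels, exposed to compound for 24 hr at 30 deg C. Cell growth, read with BacTiter-Glo luminescence, gave the measured signal.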
# Abeta rescue – qHTS for compounds that reverse cellular toxicity of Amyloid beta (A-beta) peptide in yeast: Primary Screen; yeast expressing A-beta42, growth rescue, OD600, 48 h; response scale: 0% DMSO, 100% iron-clioquinol control; Potency, µM (series often up to 46.1 µM), without a hit: top-dose growth rescue, most hits filed as activators; hit rate 0.063% among 410,000; AID 1347071, 2019; note: potency is the fitted concentration of half-maximal effect; nearly all actives have a fitted effect of over 55% in size
#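 Growth rescue measured by 600 nm absorbance after 48 h yeast culture at 30 C with compound. Values normalized between DMSO and an equimolar ferric chloride plus clioquinol control.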
# GLP1R ag – qHTS of GLP-1 Receptor Agonists; Potency, µM (doses to about 45.6 µM), without a hit: at the highest dose activation, most hits filed as activators; hit rate 0.007% among 380,000; Glucagon-like peptide 1 receptor (Homo sapiens), P43220; HEK293 GLP-1R CRE-luciferase, luminescence, 4-6 h; cells express a hypersensitive GLP-1R form; note: potency is the fitted concentration of half-maximal effect; % of control where 0% means no effect
# DRD3 antagonist – qHTS of D3 Dopamine Receptor Antagonist: qHTS | D3R cells, DiscoveRx beta-arrestin luminescence, antagonist mode; hits give low values | AID 652054, 2013 | D(3) dopamine receptor (Homo sapiens), P35462 | hit rate 2.5% among 360,000 | max response, negative = inhibition, %; in the data active = max response below about -50%; inconclusive = no clear call, values can overlap the other calls; note: % is set by controls: 0 for no effect and ±100 for the full control effect; mostly tested at two doses, the higher about 12 µM
# Target sequence (P35462 whole entry, looked up): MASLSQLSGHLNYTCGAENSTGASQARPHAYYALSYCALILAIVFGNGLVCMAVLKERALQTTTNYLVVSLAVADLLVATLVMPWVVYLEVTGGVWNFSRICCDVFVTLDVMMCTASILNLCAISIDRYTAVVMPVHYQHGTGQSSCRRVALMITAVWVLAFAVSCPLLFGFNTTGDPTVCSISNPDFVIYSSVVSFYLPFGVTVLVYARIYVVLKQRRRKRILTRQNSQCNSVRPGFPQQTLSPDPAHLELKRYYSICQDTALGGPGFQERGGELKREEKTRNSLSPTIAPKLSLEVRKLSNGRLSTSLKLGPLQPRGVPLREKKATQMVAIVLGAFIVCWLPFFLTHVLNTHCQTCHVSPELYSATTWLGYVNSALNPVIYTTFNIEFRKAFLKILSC
#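 Cells expressing the human receptor were seeded at 1500 cells/well, incubated overnight at 37 degrees C in 5% CO2, then exposed to library compounds with dopamine controls for 90 minutes at 37 degrees C before luminescent detection.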
# TDP43 rescue – qHTS of TDP-43 Inhibitors. TDP-43 expressing yeast growth rescue, BacTiter-Glo, 24 h. Potency, µM (titrated, usually from 46.1 µM), for the others: top-dose growth rescue (activation), hits mostly activators. hit rate 1.8% among 410,000. AID 652104, 2013; note: potency is the fitted concentration of half-maximal effect; % of control where 0% means no effect; nearly all actives have a fitted effect of over 50% in size
#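 Yeast expressing TDP-43 (pregrown in raffinose, seeded at OD600=0.02 in galactose medium) exposed to compounds 24 hr at 30 deg C. Growth read by BacTiter-Glo luminescence; rescue of toxicity appears as increased signal.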
# FUS yeast rescue – qHTS for Suppressors of FUS Proteinopathy: Primary screen using FUS-linked yeast assay; S. cerevisiae FUS-expressing, growth rescue, OD600, 24 h; Potency, µM (series often up to 76.6 µM), for inactives: at the highest dose growth rescue (activation), hits mostly activators; hit rate 0.24% among 390,000;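 note: potency is the fitted concentration of half-maximal effect; plate controls were DMSO vehicle for no effect and reference control for full effect; nearly all actives have a fitted effect of over 55% in size; some results filed as inactive show a strong effect at the top dose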
#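 FUS-expressing yeast, raffinose-pregrown, induced in 2% galactose minimal medium at OD 0.005; compounds in a dilution series, 24hr at 30C. Growth restoration read as absorbance at 600 nm. CP55940 positive control, DMSO negative.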
# Starred values were filed as active, the others as inactive; i = inactive; ? = inconclusive; / = not tested or not shown; & = joins results of further samples; [ ] = dose if it differs, or a comment. Unless noted, calls come from the whole dose curve; as a rule, active = well fitted curve in the direction sought with a large enough effect; inconclusive = small, poorly fitted or top-dose-only effect, or another doubt; inactive = no such curve, though single readings can be large; an effect the other way counts as inactive or inconclusive. An excerpt. The share of hits here may be higher or lower than overall.
SMILES,Akt phos inh,GLP1R inv ag,PTHR1 agonist,aSyn rescue,Abeta rescue,GLP1R ag,DRD3 antagonist,TDP43 rescue,FUS yeast rescue
COc1cc(-c2nnc3sc(-c4ccncc4)nn23)cc(OC)c1OC,i,21%,i,-6%,-10%,4%,27,-6%,-31%
CCCc1sc(N)nc1-c1ccc(C)cc1,i,?,-16%[57.5 µM],-4%,28%,0%,0,-4%,17%
CC(=O)Nc1cccc(C(=O)OCN2C(=O)c3ccccc3C2=O)c1,i,1%,-3%,1%,5%,1%,9,7%,-6%
Cc1ccc(OCC(=O)N2CCc3ccccc3C2)cc1,i,-26%,i,9%,-3%,16%,-5,6%,2%
CCN(CC)S(=O)(=O)c1csc(C(=O)OCC(=O)c2ccccc2)c1,i,-7%,-4%[57.5 µM],1%,7%,4%,8,6%,13%
Cc1ccc(NC(=O)c2nnn(CC(=O)Nc3ccc(C)c(Cl)c3)c2N)c(C)c1,/,4%,-22%,/,-9%,/,/,25%,-8%
OCCC1CN(Cc2cc(F)ccc2-n2cccn2)CCN1C1CCCC1 (configuration not stated),i,-7%,-16%,?,15%,3%,2,-10%,-3%
O=C(CCN1C(=O)C2C3CCC(C3)C2C1=O)Nc1ccc(F)cc1 (configuration not stated),i,2%,i,2%,5%,1%,-3,-10%,-3%
CCCCn1c(N)c(N(CC)C(=O)c2cccc(C)c2)c(=O)[nH]c1=O,i,4%,i,2%,-10%,1%,-2,11%,11%
NC[C@H]1O[C@H](O[C@H]2[C@H](O)[C@@H](O[C@H]3O[C@H](CO)[C@@H](O)[C@H](N)[C@H]3O)[C@H](N)C[C@@H]2N)[C@H](N)C[C@@H]1O,i,7%,-19%,0%,-17%,-6%,36,16%,-27%
CCOC(=O)c1sc(NC(=O)c2ccco2)c(C#N)c1C,i,19%,-4%,-5%,1%,-2%,7,0%,6%
CC(=O)NC1=NN(C(C)=O)C(C)(c2ccccn2)S1 (configuration not stated),i,4%,-16%,-1%,-14%,0%,-14,-25%,7%
CO[C@@H]1CN(C)C(=O)c2cc(NC(=O)Nc3ccc4c(c3)OCO4)ccc2OC[C@@H](C)N(C)C[C@H]1C,i,-16%,-10%,4%,6%,/,-1,14%,-1%
Cc1ccc(C)c(-n2nnnc2SCC(=O)c2ccc3c(c2)NC(=O)CO3)c1,i,?,-3%[57.5 µM],1%,23%,5%,9,11%,35%
Cc1oc2cc3oc(=O)c(CC(=O)N[C@H](C(=O)N[C@@H](C(=O)O)c4ccccc4)C(C)C)c(C)c3cc2c1C,i,-19%,-15%,3%,-10%,-3%,44,4%,7%
COc1ccc(NC(=O)C2=C(C)Nc3ncnn3C2c2cccn2C)cc1 (configuration not stated),/,2%,i,1%,-10%,6%,/,23%,-1%
COCC(C)n1c(C)cc(C(=O)COc2ccc(N(C)S(=O)(=O)c3ccc(NC(C)=O)cc3)cc2)c1C (configuration not stated),i,?,-2%,1%,-12%,4%,49,-34%,?
COc1ccc(CCNC(=O)C2CCN(S(=O)(=O)N3CCOCC3)CC2)cc1OC,i,1%,i,1%,11%,-14%,3,-12%,5%
O=C(C1CCC1)N1CCc2cc(S(=O)(=O)NCCc3ccccc3)ccc21,/,0%,-94%[inhibitor],/,0%,0%,/,29%,8%
C[C@H]1CN([C@@H](C)CO)S(=O)(=O)c2ccc(Br)cc2O[C@H]1CN(C)S(=O)(=O)c1ccccc1F,i,4%,-23%,1%,6%,1%,14,11%,-25%
Cn1c(=O)c2c(nc(N3CCN(Cc4ccccc4)CC3)n2CC(=O)c2ccccc2)n(C)c1=O,i,0%,i,8%,17%,0%,8,-16%,6%
Cc1ccc(NC(=O)COC(=O)C2(CC(=O)NC(C)(C)C)CCCC2)cc1C,i,?,-2%,6%,22%,1%,-4,8%,11%
Cc1ccc(S(=O)(=O)NN2C(=O)/C(=C/c3ccc(C(=O)O)cc3)SC2=S)cc1,i,15%,2%,4%,3%,-1%,0,-3%,17%
O=S(=O)(c1cccs1)N1CCN(CCOc2ccc(Cl)cc2)CC1,i,?,-37%[inhibitor],0%,-11%,11%,1,20%,9%
O=c1c2ccccc2n2c(-c3cccc(F)c3)nnc2n1Cc1ccccc1,i,2%&10%,-7%,1%,-14%&30%,0%,0,2%&0%,-18%
OC[C@@H]1CN(Cc2ccc3c(c2)OCO3)C[C@H](n2cnc3c(N4CCN(c5ccccc5)CC4)ncnc32)O1,i,?,-6%,29%,1%,0%,0,?,34%
O=C(C(=O)N1CCc2ccccc2C1)c1cn(CC(=O)N2CCCC2)c2ccccc12,i,-7%,-24%,-2%,-20%,9%,?,-15%,27%
NC(=O)C1CN(S(=O)(=O)c2ccc(Cl)cc2F)c2ccccc2O1 (configuration not stated),i,1%,-19%,1%,15%,0%,22,5%,9%
COc1ccc(OC)c(NC(=O)Cn2c(=O)n(-c3cccc(C)c3)c(=O)c3c2c2cc(C)ccc2n3C)c1,/,10%,-16%,/,-2%,/,/,6%,6%
Cc1cccc(CS(=O)(=O)Cc2ccc(C(=O)NCCN3CCCCC3C)o2)c1 (configuration not stated),i,-6%,i,0%,6%,0%,-12,-11%,-8%
N#C/C(=C(/O)C(Cl)(Cl)Cl)c1nc2ccccc2[nH]1,i,-20%,-31%[inhibitor],3%,/,-10%,31,3%,3%
COc1cc2c(cc1OC)CN(C(=O)c1ccco1)CC2,i,46%[activator],-21%,0%,-17%,-7%,3,-9%,?
CC1CN(C(=O)CCC(=O)NCCCN2CCC(Cc3ccccc3)CC2)c2cc(Cl)ccc2O1 (configuration not stated),i,?,-10%,-3%,6%,10%,-70*,-12%,39%
CCN(CC)S(=O)(=O)c1ccc(NC(=O)CNC2CCCCC2)cc1,i,?,-3%,-19%,11%,-3%,?,3%,-21%
CCOc1ccc(CNC(=O)CCc2cn(C)c3ccccc23)cc1OC,i,2%,i,-7%,-8%,7%,-11,-7%,3%
Cc1cc(C)n(S(=O)(=O)/C=C/c2ccccc2)n1,i,?,i,-3%,-8%,-15%,-23,-2%,6%
Cn1c(N)c(C(=O)COC(=O)CC2CC3CCC2C3)c(=O)n(C)c1=O (configuration not stated),i,5%,-20%,3%,8%,5%,-14,20%,16%
CN(C)c1ccc(NC(=O)Cn2c(=O)n(Cc3ccccc3)c(=O)c3ccccc32)cc1,i,?,-2%[57.5 µM],-15%,1%,-8%,?,7%,32%
COc1cccc(CNC(=O)C2CCN(S(=O)(=O)c3cccs3)CC2)c1,i,7%,-29%[57.5 µM],2%,14%,6%,-23,1%,-3%
COc1ccccc1/C=C/c1nc(C#N)c(NC2CCCCC2)o1,/,?,-27%,/,4%,/,/,16%,7%
OCC1(Cc2ccccc2)CCN(C2CCN(c3ccc(F)c(F)c3)CC2)CC1,i,?,-33%[inhibitor],8%,12%,8%,-2,-7%,14%
COc1cccc(C(=O)Nc2ccc(-c3cn4cccnc4n3)cc2)c1OC,/,17%,i,/,0%,18%,/,0%,2%
CC(C)OC(=O)C(C)Nc1n[nH]c(=S)[nH]c1=O (configuration not stated),i,9%,17%,11%,-6%,0%,14,-28%,10%
COc1ccc(OC)c(/C=N\NC(=O)c2ccc(=O)n(C)c2)c1,i,2%,i,1%,2%,-5%,-12,6%,-12%
Cc1sc(NC(=O)C(C)C)c(C(=O)Nc2ccccc2)c1C,i,2%,-10%[57.5 µM],-17%,-9%,-1%,-13,-9%,-8%
Cc1ccc(C(=O)c2oc3ccccc3c2NC(=O)Cc2coc3ccc(C)cc23)cc1,/,19%,-13%,/,16%,/,/,4%,-8%
COc1ccc(/C=N/N=C(\N)c2nonc2N)cc1,i,?,-29%,-13%,-3%,0%,-21,-7%,-3%
COc1cc(-c2noc(C3CCCN(C(=O)c4ccccc4)C3)n2)cc(OC)c1OC (configuration not stated),i,24%,-27%,7%,-3%,-3%,5,11%,6%
CCc1cc(C(=O)Nc2nnc(C3CC3)s2)sc1C,i,7%,-22%,7%,18%,-7%,0,19%,-10%
C=CCNC(=S)N1CCN(CCN=CC2=C(O)CC(c3cccs3)CC2=O)CC1 (configuration not stated),i,0%,-10%[57.5 µM],1%,5%,-8%,16,-8%,34%
CNC(=O)C1Cc2c(-c3ccc(Cl)cc3)ccnc2O1 (configuration not stated),i,23%,-24%,-2%,-18%,-6%,-57*,2%,-15%
O=C(Cn1cccc1C(=O)c1ccccc1)NCc1ccc(F)cc1,i,-30%&3%,i,9%,-3%&-5%,2%,0,29%&14%,-3%&-19%
COc1ccccc1CNS(=O)(=O)c1ccc(-c2cc(C)no2)cc1,/,?,-40%[inhibitor],13%,-19%,24%,-9,?,11%
COc1ccc(OC)c(C2C(C(C)=O)=C(O)C(=O)N2CCC(=O)O)c1 (configuration not stated),i,3%,3%[57.5 µM],2%,9%,-9%,2,-1%,-8%

# Whole records, quoted from the list. Screens in order: Akt phos inh, GLP1R inv ag, PTHR1 agonist, aSyn rescue, Abeta rescue, GLP1R ag, DRD3 antagonist, TDP43 rescue, FUS yeast rescue
# `O=C(C(=O)N1CCc2ccccc2C1)c1cn(CC(=O)N2CCCC2)c2ccccc12` across the screens: i, -7%, -24%, -2%, -20%, 9%, ?, -15%, 27%
# `OCC1(Cc2ccccc2)CCN(C2CCN(c3ccc(F)c(F)c3)CC2)CC1` across the screens: i, ?, -33%[inhibitor], 8%, 12%, 8%, -2, -7%, 14%
